# Screening data deposited in PubChem BioAssay by The Scripps Research Institute Molecular Screening Center.
# TAAR1 antagonist: human TAAR1 antagonists, primary screen, Fluo-8 calcium fluorescence, CHO RD-HGA16 cells | Trace amine-associated receptor 1 (Homo sapiens), Q96RJ0 | antagonist | inhibition, % at 3 µM | actives 1.5% (n = 360,000) | AID 624466, 2012;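 active = inhibition above a per-plate cutoff, the mean inhibition of test compounds on that plate plus 3 SD, cut at about 49% in these data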;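 note: 0% = DMSO plus EC80 beta-PEA response and 100% = DMSO alone without agonist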
#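 Assay system: CHO-derived RD-HGA16 cells stably expressing human TAAR1 plus Gα16. Timing: 140 s kinetic read after compound, 140 s after agonist. Technique: kinetic Fluo-8 calcium fluorescence measurement. Measure: % inhibition of agonist calcium response.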
# CHO parental Ca: ATP-evoked calcium signal inhibitors, parental CHO, primary screen, counter-screen for OX1R antagonist project, cell-based, fluorescence, Fluo-8 calcium dye; actives 0.63% (n = 330,000); parental CHO-K1, ATP-induced calcium, Fluo-8 fluorescence; AID 463079, 2010; inhibition, % at 5.6 µM;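 active = inhibition above that plate's mean sample inhibition plus 3 SD, cut at about 26% in these data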;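 note: 0% = ATP-challenged DMSO wells and 100% = DMSO wells without ATP; some compounds past the cut are filed as inactive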
#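 Test system: untransfected parental CHO cell line; also added: ATP stimulus; dosing: 5.6 µM, single dose; signal: calcium-sensitive Fluo-8 fluorescence; measure: percent inhibition of ATP-evoked calcium rise, normalized to controls; benchmarks: low control ATP plus DMSO, high control DMSO only; replication: one well per compound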
# OXTR ag: human OXTR agonists, primary screen, fluorescence, CHO-OTR cells, Fluo-8 calcium; actives 0.32% (n = 320,000); Oxytocin receptor (Homo sapiens), P30559; activation, % at 3 µM; Fluo-8 calcium fluorescence; normalized: DMSO 0%, oxytocin 100%;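 active = activation above the mean of all tested compounds plus 3 SD, cutoff set per screening run, cut at about 20% in these data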;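 note: peak over basal fluorescence ratio from a 100 s FLIPR kinetic read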
# Target sequence (P30559 whole entry, looked up): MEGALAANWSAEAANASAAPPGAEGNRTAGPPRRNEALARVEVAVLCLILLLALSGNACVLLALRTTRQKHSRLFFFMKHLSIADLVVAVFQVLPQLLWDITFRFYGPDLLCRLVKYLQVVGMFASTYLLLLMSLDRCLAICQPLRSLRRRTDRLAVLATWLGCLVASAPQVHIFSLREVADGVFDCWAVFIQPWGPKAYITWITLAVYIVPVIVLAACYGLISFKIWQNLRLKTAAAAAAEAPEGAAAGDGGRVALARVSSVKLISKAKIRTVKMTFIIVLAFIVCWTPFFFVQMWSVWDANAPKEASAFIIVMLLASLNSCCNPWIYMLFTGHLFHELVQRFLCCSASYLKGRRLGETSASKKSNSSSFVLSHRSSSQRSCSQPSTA
# TAAR1 ag: human TAAR1 agonists, primary screen, Fluo-8 calcium fluorescence, CHO RD-HGA16 cells | vehicle wells 0%, saturating PEA agonist 100% | activation, % at 3 µM | actives 0.99% (n = 360,000) | AID 624467, 2012;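 active = activation above the mean activation of all test compounds in the run plus 3 SD, cut at about 38% in these data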
#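 Repeats: no replicates (n 1) | Material: CHO-derived RD-HGA16 cells with stable Gα16 and human TAAR1 | Technique: Kinetic Fluo-8 calcium fluorescence | Schedule: 17-24 h seeding, 75 min 37 °C dye, 30 min RT | Evaluation: % activation from peak over basal fluorescence ratio, DMSO-to-PEA scaled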
# M1 PAM: human M1 muscarinic receptor positive allosteric modulators, primary screen, CHO-K1 cells, Fluo-8 calcium fluorescence, 1536-well | CHO-K1 hM1, ACh EC20; 0% = ACh EC20, 100% = maximal ACh | activation, % at 3 µM | actives 0.088% (n = 360,000); in the data active = activation above about 19%, passing the limit was not always enough
# Target sequence (P11229 whole entry, looked up): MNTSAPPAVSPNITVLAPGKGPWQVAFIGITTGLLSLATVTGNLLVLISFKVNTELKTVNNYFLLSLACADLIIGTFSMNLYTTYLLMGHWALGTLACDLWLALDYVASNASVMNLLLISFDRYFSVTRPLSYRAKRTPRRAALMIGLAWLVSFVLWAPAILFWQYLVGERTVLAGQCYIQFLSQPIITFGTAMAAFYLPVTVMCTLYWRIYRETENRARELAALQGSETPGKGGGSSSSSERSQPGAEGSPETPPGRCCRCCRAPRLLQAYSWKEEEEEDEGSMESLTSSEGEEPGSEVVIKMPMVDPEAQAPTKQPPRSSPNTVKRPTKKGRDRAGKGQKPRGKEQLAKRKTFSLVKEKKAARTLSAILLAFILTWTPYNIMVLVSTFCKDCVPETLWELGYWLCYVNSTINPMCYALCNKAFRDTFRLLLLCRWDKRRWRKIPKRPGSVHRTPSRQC
# M1 antag: human M1 muscarinic receptor antagonists, primary screen, CHO-K1 cells, Fluo-8 calcium fluorescence, 1536-well | Muscarinic acetylcholine receptor M1 (Homo sapiens), P11229 | CHO-K1 hM1, ACh EC80 antagonist | inhibition, % at 3 µM | actives 1.3% (n = 360,000) | AID 588852, 2011;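 active = percent inhibition above its own plate's cutoff, namely the mean of that plate's compound wells plus 3 SD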;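 note: peak over basal fluorescence ratio during 140 s after agonist addition; 0% = ACh EC80 plus DMSO and 100% = DMSO alone without agonist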
# M1 ag: human M1 muscarinic receptor agonists, primary screen, Fluo-8 calcium fluorescence, CHO-K1 cells, HTS. AID 588814, 2011. actives 0.33% (n = 360,000). CHO-K1 hM1, agonist mode; 0% DMSO, 100% acetylcholine EC100. activation, % at 3 µM. Muscarinic acetylcholine receptor M1 (Homo sapiens), P11229;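 active = activation above the run's mean compound activation plus 3 SD, cut at about 16% in these data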;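 note: peak over basal fluorescence ratio within a 140 s kinetic read after compound addition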
# OXTR potentiate: human OXTR potentiators, primary screen, fluorescence, CHO-OTR cells, Fluo-8 calcium; Oxytocin receptor (Homo sapiens), P30559; Fluo-8 calcium fluorescence, potentiator mode; 0% = oxytocin EC15, 100% = EC100; activation, % at 3 µM; actives 0.061% (n = 320,000); AID 2445, 2010;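 active = activation above that plate's cutoff, the mean activation of tested compounds plus 3 SD, cut at about 6.6% in these data, passing the limit was not always enough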;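 note: 100% uses oxytocin at 75 nM as the full agonist control; some results filed as inactive read as strong as hits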
#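 System: human OTR in CHO cells / Also added: sub-maximal oxytocin, roughly EC15 / Control set: EC15 oxytocin low, 75 nM oxytocin high / Schedule: 6 min compound pre-incubation at room temperature, 100 s kinetic read / Compound: single-point 3.0 µM / Replication: singlicate / Technique: Fluo-8 calcium dye fluorescence / Read-out basis: % activation of max/min ratio relative to oxytocin controls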
# V1R ag counter: agonists of human V1a receptor, primary screen, counter-screen for OXTR agonist project, fluorescence, CHO-V1R cells; Vasopressin V1a receptor (Homo sapiens), P37288; Fluo-8 calcium fluorescence, agonist mode; 0% DMSO, 100% 3 nM vasopressin; activation, % at 3 µM; actives 0.25% (n = 320,000); AID 2797, 2010;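 active = activation above the mean activation of all tested compounds plus 3 SD, per screening run, cut at about 20% in these data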;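 note: signal is peak over basal fluorescence ratio across a 100 second FLIPR read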
# * = called active by the depositor; x = no result given. Rows were taken by chance. About 3.7% of those tested had a hit in this group.
SMILES,TAAR1 antagonist,CHO parental Ca,OXTR ag,TAAR1 ag,M1 PAM,M1 antag,M1 ag,OXTR potentiate,V1R ag counter
O=C1NC(SCCCF)=N/C1=C/c1ccc(-n2cncn2)cc1,12,-17,-0.1,3,2,0,-2,0,-1.0
Cc1ccc(C)c(S(=O)(=O)NC(CCC(N)=O)C(=O)O)c1 (configuration not stated),-14,-4,1.0,-1,6,-10,0,-6,0.7
Cc1nc(/C=[N+](\[O-])C(C)(C)/C=N/O)n(O)c1C,2,8,0.7,11,3,-4,-4,2,-0.3
CCOc1ccc(CCNC(=O)COC(=O)COc2ccc(Cl)cc2)cc1OCC,-9,-23,2.5,1,9,-23,-1,-12,3.9
CC(=O)Nc1ccc(NC(=O)C2CCCCC2C(=O)O)cc1 (configuration not stated),-4,-8,0.1,11,7,-9,1,-4,-0.4
CCOCc1cc(C2NC(=O)NC(C)=C2C(=O)OCC)ccc1OC (configuration not stated),-26,-25,-0.1,3,5,-5,-3,-7,-0.2
Cc1c(NS(=O)(=O)c2ccc(Cl)c(C(=O)OC(C)C(=O)N3CCOCC3)c2)c(=O)n(-c2ccccc2)n1C (configuration not stated),2,-6,-0.7,5,-2,-3,-5,-9,-0.9
O=C(Nc1cccnc1)c1ccc(S(=O)(=O)N2CCCCCC2)cc1,6,-14,0.3,2,7,-9,-5,-3,0.8
Cc1nc(Cc2nnc(SC(C)C(=O)N3c4ccccc4NC(=O)C3(C)C)o2)cs1 (configuration not stated),-28,-23,0.7,0,-3,5,-4,-6,-0.3
Nc1cc(=O)[nH]c(SCc2nnc(-c3ccccc3)o2)n1,-3,-3,-0.4,3,5,1,-4,-11,-0.3
COc1ccc(C(=O)OCC(=O)c2cc(OC)ccc2OC)c(OC)c1,18,-14,0.1,13,-5,2,0,-6,0.0
CCC(=O)NC1=C(Cl)C(=O)C(NC(=O)CC)=C(Cl)C1=O,50*,x,x,46*,9,12,0,x,x
C/C(N)=C(/C#N)C(=O)COC(=O)c1cc(-c2ccccc2)nc2ccc(Br)cc12,x,3,-0.4,x,x,x,x,-16,0.1
O=S(=O)(c1ccc(Cl)cc1)N1CCC(O)(c2cccnc2)CC1,1,9,1.3,7,2,-3,-7,-7,1.2
COc1cccc(CNC(=O)c2ccc(C)c(S(=O)(=O)N3CCOCC3)c2)c1,5,-2,-0.5,1,1,1,-2,-1,-0.2
COc1ccc(N2CCN(c3ccc(Cl)nn3)CC2)cc1,1,-21,-0.7,16,6,-11,-3,3,-0.7
COc1ccc(C(=O)OCC(=O)N2CCOCC2)cc1S(=O)(=O)N1CCOCC1,-2,-6,1.2,10,5,-3,-2,-7,0.7
O=C(c1ccco1)N1CCN(C(=O)c2sccc2-c2ccccc2)CC1,0,-7,-0.7,1,7,-9,-6,-6,-0.7
COc1ccc(C/C(O)=C(\C#N)c2nc3ccccc3[nH]2)cc1OC,-8,-16,-1.4,1,14,7,-4,-7,-1.1
CCCCNc1ccc(S(N)(=O)=O)cc1[N+](=O)[O-],x,-3,0.7,x,x,x,x,-1,0.8

# Some of these compounds in order of their number in M1 ag, descending:
molecule | M1 ag
COc1ccc(C(=O)OCC(=O)c2cc(OC)ccc2OC)c(OC)c1 | 0
COc1ccc(C(=O)OCC(=O)N2CCOCC2)cc1S(=O)(=O)N1CCOCC1 | -2
COc1ccc(N2CCN(c3ccc(Cl)nn3)CC2)cc1 | -3
O=S(=O)(c1ccc(Cl)cc1)N1CCC(O)(c2cccnc2)CC1 | -7

# Next structures
SMILES,TAAR1 antagonist,CHO parental Ca,OXTR ag,TAAR1 ag,M1 PAM,M1 antag,M1 ag,OXTR potentiate,V1R ag counter
S=C(Nc1cccc(Cl)c1Cl)NC1CCN(Cc2ccccc2)CC1,7,x,x,19,6,-7,8,x,x
COc1ccc(/C=C/C(=O)Nc2ccccc2C(F)(F)F)cc1,29,-8,-2.5,48*,8,-15,-8,1,-1.5
Cc1nc2ccccc2n1C1CCN(CC(=O)Nc2ccccc2Br)CC1,19,-10,16,19,1,7,-1,-17,13
CC(C)c1ccc(/C=C2\SC(=O)N(CC(=O)NC3C=CS(=O)(=O)C3)C2=O)cc1 (configuration not stated),1,24,10,9,-15,43*,-1,-7,9.8
CN1CCN(c2nc(-c3ccccc3)nc3c2oc2ccccc23)CC1,-11,-10,2.2,26,9,-13,0,-17,0.0
CC1CCCN(CCOCCOc2ccccc2-c2ccccc2)C1 (configuration not stated),2,-18,4.3,5,-20,6,-6,-3,2.9
Cc1c(C(=O)N2CCN(C(=O)c3ccccc3)CC2)oc2ccc(F)cc12,9,-8,-0.8,0,-1,3,-8,1,-0.7
O=C(O)CNC(=O)CC1S/C(=N/N=C2/NC(=O)CS2)NC1=O (configuration not stated),6,9,3.9,4,4,-5,-6,-2,4.1
CCn1c(SCC#N)nc2cc(S(=O)(=O)N3CCOCC3)ccc21,-27,-21,-0.1,4,13,4,4,-1,0.5
COc1ccc(C2CC(Cn3cc(C#N)c(=O)n(C)c3=O)ON2C)cc1 (configuration not stated),18,-4,1.2,3,7,0,-10,-3,0.7
N/C(=N\OC(=O)CCCOc1ccccc1)c1ccccc1,6,-3,-1.7,-2,8,-4,-6,-6,-0.8
COc1ccccc1NC1=Nc2cccc3cccc1c23,-36,-19,0.0,-2,0,-5,-4,9,0.8
Cc1ccc(C(=O)NC(=S)NCc2cccnc2)cc1,3,-16,-1.9,5,4,-4,-4,-5,1.1
C=Cn1cc[n+](CC(=O)c2cccs2)c1,1,2,0.0,2,11,-22,-10,-7,-0.7
O=C(CCSc1ccc(Cl)cc1)N1CCN(c2ncccn2)CC1,3,-10,1.4,8,-5,14,-3,-15,1.6
CCOC(=O)c1ccc(NC2c3ncccc3C(=O)N2Cc2ccc(F)cc2)cc1 (configuration not stated),-11,-19,-1.3,11,7,-10,-2,-4,0.1
CCC(=O)N1C(=O)C2(Nc3ccccc3N2)c2ccccc21,x,-6,-0.4,x,x,x,x,-6,-0.7
CC(C)CN(CCC(=O)O)CC(C)C,0,1,2.6,6,4,5,-2,2,0.2
Cc1cnc(C(=O)OCC(=O)Nc2ccc(Cl)cc2)cn1,-30,5,0.1,23,3,-16,-3,-5,0.8
CCOC(=O)c1ccc(NC(=O)c2cccnc2)cc1,-3,x,x,8,10,-8,1,x,x
CCOc1ccc(NC(=O)NCCCN2CCCC2)cc1,-1,-9,0.5,-2,5,-24,-6,-3,0.0
Cc1cccc(C)c1NC(=O)Cn1nnc(C(=O)Nc2ccc(F)cc2F)c1N,-9,-1,-0.3,1,9,-4,-1,-5,-0.1
C/C(=N\Nc1ccc(Cl)c(C(=O)O)c1)c1cccc([N+](=O)[O-])c1,-8,-12,0.4,1,3,-5,-3,5,0.2
C=CCNC(=O)/C(C#N)=C/c1ccccc1Cl,11,-5,0.0,5,-3,2,-9,-5,0.3
COC(=O)NCC(c1ccco1)N1CCN(c2ccc(OC)cc2)CC1 (configuration not stated),-13,-6,0.4,2,6,-12,-3,-2,0.7
CCCc1noc2c1/C(=N\O)CC(CC(C)SCC)C2 (configuration not stated),0,-17,-1.9,3,-5,1,-8,-6,-1.1
CNc1ccc2c3c(cccc13)C(=O)N(C)C2=O,42,79*,192*,157*,-35,73*,313*,-26,314*
CC12CCC(C(=O)N(NC(=O)c3ccc(O)cc3)C1=O)C2(C)C (configuration not stated),2,3,0.9,7,19,-4,11,1,1.3
CC(=O)c1n[nH]nc1Nc1nc(C)cc(C)n1,-6,3,-0.2,11,4,-9,-2,-7,0.3
O=C(Cc1ccccc1)Nc1ccccc1C(=O)Nc1ccccc1,0,-5,-1.6,1,9,-11,-2,-2,0.0
Cc1ccc(CNC(=O)c2ccc(OCC3CCCO3)cc2)cc1 (configuration not stated),5,-9,0.1,1,4,5,-6,-1,1.0
CCc1ccccc1N1CCN(S(=O)(=O)c2cc(OC)ccc2OC)CC1,23,-13,-0.9,1,-9,16,-2,-11,0.4
CCOCCCNC(=O)C1CCN(S(=O)(=O)N2CCCC2)CC1,15,-3,1.1,0,9,-6,-7,-6,0.3

# Part of the list above, with values under each structure:
# Every second line gives: TAAR1 antagonist	CHO parental Ca	OXTR ag	TAAR1 ag	M1 PAM	M1 antag	M1 ag	OXTR potentiate	V1R ag counter
- COC(=O)NCC(c1ccco1)N1CCN(c2ccc(OC)cc2)CC1 (configuration not stated)
→ -13	-6	0.4	2	6	-12	-3	-2	0.7
- CCOc1ccc(NC(=O)NCCCN2CCCC2)cc1
→ -1	-9	0.5	-2	5	-24	-6	-3	0.0

# Records above marked active in M1 ag:
SMILES | TAAR1 antagonist | M1 PAM | M1 antag | M1 ag | OXTR potentiate
CNc1ccc2c3c(cccc13)C(=O)N(C)C2=O | 42 | -35 | 73* | 313* | -26
